# MCF10A rereplic – induces DNA re-replication in MCF 10a normal breast cells; 350,000 tested, 2.9% active; MCF 10A DNA re-replication, Hoechst nuclear intensity, 48 h; AID 624296; Potency, µM (doses to about 46.1 µM), inactives show at the highest dose activity, positive = re-replication, hits mostly activators; further: potency means the concentration at half of the fitted maximal effect; % of control where 0% means no effect; nearly all actives have a fitted effect of over 50% in size
# HT1080-NT tox – kills 2HG-producing HT-1080-NT fibrosarcoma cells | 360,000 tested, 1.6% active | AID 686970 | Potency, µM (highest dose often 46.1 µM), for inactives: at the top dose activity, negative = less viability, actives largely listed as cytotoxic | HT-1080-NT fibrosarcoma viability, CellTiter-Glo ATP luminescence, 48 h;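 further: NT is the 2HG producing partner of a matched IDH1 knockdown line; potency means the concentration at half of the fitted maximal effect; 0% = DMSO-treated cells and -100% = media-only wells without cells; nearly all actives have a fitted effect of over 55% in size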
#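 Fibrosarcoma NT cells, 750 per well in 5% FBS RPMI, were exposed to compound for 48 hours. Viability: CellTiter-Glo luminescence.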
# HT1080 IDH1KD tx – toxicity to HT-1080 IDH1 knockdown cells (counter line); HT-1080 IDH1 knockdown viability, ATP luminescence, 48 h; Potency, µM (series often up to 46.1 µM), for inactives: at the highest dose activity, negative = toxicity, actives largely listed as cytotoxic; 360,000 tested, 2% active;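 further: potency means the concentration at half of the fitted maximal effect; 0% = DMSO wells and -100% = cell-free medium wells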
#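 % activity derives from luminescence (CellTiter-Glo), normalised to DMSO and no-cell wells. HT-1080-IDH1KD cells, 750/well, had 48 h compound exposure at 37 °C.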
# ATXN2 expr inh – inhibitors of ATXN2 expression; HEK-293 ATXN2-luciferase reporter, luminescence, 24 h; Potency, µM (series often up to 57 µM), inactives show at the top dose activity change, negative = inhibition, hits mostly inhibitors; 360,000 tested, 0.72% active; further: potency means the concentration at half of the fitted maximal effect; on the % scale 0 is the no-effect control and ±100 the full control effect; nearly all actives have a fitted effect of over 55% in size
#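 ATXN2-luciferase reporter cells (luciferase flanked by upstream and downstream ATXN2 gene portions) were treated 24 h at 37 °C with compounds at up to 57 uM. SteadyGlo luminescence gave expression; GF-AFC fluorescence gave viability.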
# KB-V1 cytotox – KB-V1 MDR subline cytotoxicity; KB-V1 MDR cells viability, CellTiter-Glo, 72 h; Potency, µM (highest dose often 46.1 µM), inactives show at the highest dose activity change, negative = cytotoxicity, usual class: cytotoxic; 400,000 tested, 3.4% active; further: potency means the concentration at half of the fitted maximal effect; on the % scale 0 is the no-effect control and ±100 the full control effect; nearly all actives have a fitted effect of over 60% in size
#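 Potencies derive from concentration-effect curves fitted to normalized luminescence (CellTiter-Glo) of KB-V1 cells treated for 72 h at 37 degrees C in phenol-red-free DMEM containing 10% FBS.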
# ATXN viability – cell viability loss in ATXN counter-screen; 400,000 tested, 0.49% active; S2 cells (HEK-293 line with an ATXN2-luciferase reporter) viability, CellTiter-Fluor protease fluorescence, 24 h; Potency, µM (top dose mostly 56.7 µM), actives largely listed as cytotoxic; AID 651635; further: potency means the concentration at half of the fitted maximal effect; nearly all actives have a fitted effect of over 40% in size
# IL-1B inflam inh – inhibitors of inflammasome signaling (IL-1 beta secretion) | AID 743279 | THP-1 LPS/ATP IL-1B secretion, AlphaLISA, 16 h; hits give low values | activity change, % at 57.5 µM | 360,000 tested, 4.7% active; in the data active means activity change below about -50%; inconclusive means mostly about -30% to -49%; further: on the % scale 0 is the no-effect control and ±100 the full control effect
#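 THP-1 cells pretreated 1 hr with compounds (up to 57.5 uM final), then stimulated with LPS (250 ng/mL final) plus ATP (1.25 mM final); secreted IL-1B measured by AlphaLISA after 16 hr, decreased signal indicating inhibition.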
# SW480 rereplic – inducers of DNA re-replication in SW480 colon cancer cells; SW480 DNA re-replication, Hoechst DNA content imaging, 48 h; Potency, µM (titrated, usually from 46.1 µM), without a hit: at the top dose re-replication activation, most hits filed as activators; 340,000 tested, 1.8% active; AID 624297; further: potency means the concentration at half of the fitted maximal effect; % of control where 0% means no effect; nearly all actives have a fitted effect of over 55% in size
#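 DNA re-replication was detected as more nuclei of elevated Hoechst intensity after 48 hr exposure to compound (23 nL pinned per well of 250 cells).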
# KB-3-1 cytotox – KB-3-1 parental cell cytotoxicity. KB-3-1 viability, CellTiter-Glo ATP luminescence, 72 h. Potency, µM (highest dose often 46.1 µM), for inactives: top-dose activity change, negative = cytotoxic, actives largely listed as cytotoxic. 400,000 tested, 1.4% active; further: potency means the concentration at half of the fitted maximal effect; on the % scale 0 is the no-effect control and ±100 the full control effect; nearly all actives have a fitted effect of over 60% in size
#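 Parental KB-3-1 viability, qHTS format: 72 h compound exposure, 37 °C; CellTiter-Glo; media-only wells and DMSO plates as controls; concentration-effect fits on corrected data.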
# Starred values were filed as active, the others as inactive; i = inactive; ? = inconclusive; . = not tested or not shown; [ ] = dose if it differs, or a comment. Unless noted, the call rests on the fitted dose curve; in most records, active means well fitted curve in the direction sought with a large enough effect; inconclusive means small, poorly fitted or top-dose-only effect, or another doubt; inactive means no such curve, though single readings can be large; an effect the other way counts as inactive or inconclusive. Outcome played no part in choosing rows. About 11% of those tested had a hit in this group.
SMILES,MCF10A rereplic,HT1080-NT tox,HT1080 IDH1KD tx,ATXN2 expr inh,KB-V1 cytotox,ATXN viability,IL-1B inflam inh,SW480 rereplic,KB-3-1 cytotox
O=C(Cc1cccs1)NCc1ccccc1Br,-7%,-1%,-5%,49%[activator],?,i,0,?,-10%
O=C(NCCN1C(=O)S/C(=C\c2ccc(Cl)c(Cl)c2)C1=O)c1ccc2c(c1)C(=O)N(Cc1ccncc1)C2=O,16µM*,?,-17%,-13%,-3%,i,?,-2%,8%
COCCCNC(=O)Cn1cnc2c(OCc3ccccc3)ncnc21,0%,1%,5%,3%,0%,i,7,-4%,0%
Cc1nc(N)nc(N)c1Oc1ccc(Cl)cc1,15%,?,-7%,-7%,2%,i,19,0%,1%
CC(=O)NCCc1nc2cc(NC(=O)c3cccs3)ccc2n1C,1%,16%,0%,5%,7%,.,4,-3%,-2%
O=C(/C=C/c1ccccc1[N+](=O)[O-])OCC(=O)c1ccccc1,0%,6%,6%,4%,-9%,i,0,-1%,-4%
COc1ccc(-c2csc(N(CCCN(C)C)C(=O)c3ccccc3Cl)n2)cc1,?,21µM*,18µM*,?,?,i,-72*,?,16µM*
COCC(=O)Nc1c(C(=O)N2CCCC2)oc2ccccc12,-3%,0%,1%,-3%,-15%,i,-21,-8%,-3%
CC1O[C@@H](O[C@H](C)CC[C@@H](C)O[C@H]2OC(C)[C@@H](O)C[C@H]2O)C(O)C[C@H]1O (some centres not stated),13%,6%,11%,5%,14%,i,25,-9%,0%
O=S(=O)(Nc1ccc(S(=O)(=O)Nc2ncccn2)cc1)c1ccc(Cl)cc1,-7%,1%,-1%,3%,18%,i,20,-16%,0%
COc1ccc(OCC(=O)N2CCN(C(=O)c3cccc4ccccc34)CC2)cc1,1%,3%,-2%,-12%,-1%,i,4,-2%,28%
COC(=O)c1c(C)[nH]c(C(=O)/C=C/c2cccc(Cl)c2)c1C,?,12%,3%,21%,?,?,-64*,7%,-3%
O=C(NCC1(N2CCCCC2)CCCCC1)c1ccc(NS(=O)(=O)c2ccccc2)cc1,2%,11%,13%,7%,1%,i,0,-2%,2%
COc1ccc(/C=C/C(=O)OCC(=O)Nc2cc(S(=O)(=O)N(C)C)ccc2Cl)cc1,10%,17%,18%,3%,33%,i,-4,-4%,18%
O=C(Nc1cccc(S(=O)(=O)NC2=NCCC2)c1)c1ccccc1F,0%,6%,8%,3%,2%,i,26,-9%,1%
CCn1c2ccccc2c2cc(CN3CCN(S(C)(=O)=O)CC3)ccc21,22%,-5%,-21%,-21%,3.3µM*,?,-9,12%,-3%
CCc1ccc(CN2CCN(C(=O)c3cccc(OC)c3OC)CC2)cc1,-7%,-12%,14µM*,-26%,?,i,?,1%[9.22 µM],-20%
CCC(OC(=O)CCc1nc2ccccc2[nH]c1=O)C(=O)c1ccccc1 (configuration not stated),3%,2%,-2%,3%,-8%,i,7,2%,14%
CCc1cc(=O)oc2c(C)c(OC(C)C(=O)N3CC[C@@]4(O)CCCC[C@H]4C3)ccc12 (some centres not stated),?,2%,-4%,-5%,-1%,i,-4,-11%,0%
COc1cc(NC(=O)COC(=O)/C=C/c2c(C)nn(-c3ccc(F)cc3)c2Cl)cc(OC)c1,-3%,10%,26%,1%,1%,i,25,1%,0%
CC1(c2nnc(Cc3ccccc3)o2)CC(c2ccccc2[N+](=O)[O-])=NO1 (configuration not stated),24%,-1%,1%,-6%,8%,i,-22,-7%,-9%
CCn1ccc2cc(S(=O)(=O)N3CCC(C(=O)NCc4ccc(F)cc4)CC3)ccc21,.,.,.,-24%,-1%,?,.,.,-7%
CCOc1cc(C2NC(=O)c3ccccc3O2)ccc1OC (configuration not stated),0%,7%,3%,-11%,7%,i,17,-2%,5%
CC(=O)N(C)C[C@@H]1Oc2ncc(Br)cc2C(=O)N([C@H](C)CO)C[C@@H]1C,.,6%,8%,4%,17%,i,2,.,11%

# Three compounds already listed, ordered by molar mass, descending:
SMILES,MCF10A rereplic,HT1080-NT tox,HT1080 IDH1KD tx,ATXN2 expr inh,KB-V1 cytotox,ATXN viability,IL-1B inflam inh,SW480 rereplic,KB-3-1 cytotox
O=C(NCC1(N2CCCCC2)CCCCC1)c1ccc(NS(=O)(=O)c2ccccc2)cc1,2%,11%,13%,7%,1%,i,0,-2%,2%
COc1ccc(/C=C/C(=O)OCC(=O)Nc2cc(S(=O)(=O)N(C)C)ccc2Cl)cc1,10%,17%,18%,3%,33%,i,-4,-4%,18%
CC1(c2nnc(Cc3ccccc3)o2)CC(c2ccccc2[N+](=O)[O-])=NO1 (configuration not stated),24%,-1%,1%,-6%,8%,i,-22,-7%,-9%

# Other compounds
SMILES,MCF10A rereplic,HT1080-NT tox,HT1080 IDH1KD tx,ATXN2 expr inh,KB-V1 cytotox,ATXN viability,IL-1B inflam inh,SW480 rereplic,KB-3-1 cytotox
COc1cccc([C@@H]2CC=C(C(=O)O)CN2S(=O)(=O)c2ccc(C)cc2)c1,10%,3%,0%,-5%,9%,i,8,-3%,-8%
CCCCNC(=O)c1ccccc1NS(=O)(=O)c1ccc2c(c1)OCCO2,5%,0%,0%,-5%,?,i,16,-4%,-3%
CC1(C)CC(=O)C2=C(C1)Oc1ncn(CCO)c(=N)c1C2c1ccccc1 (configuration not stated),2%,14%,7%,1%,7%,?,-8,-6%,-1%
CCOc1ccc(CCNC(=O)c2cc([N+](=O)[O-])ccc2N2CCOCC2)cc1OCC,0%,5%,8%,5%,?,i,0,-4%,14%
CCNc1ccc(C(=O)OC(C(=O)NC(N)=O)C(C)C)cc1[N+](=O)[O-] (configuration not stated),6%,15%,-4%,.,-10%,i,16,-4%,-1%
O=C(c1cc2ccccc2o1)N1CCN(S(=O)(=O)c2ccc(Cl)s2)CC1,14%,10%,-1%,-13%,-8%,i,10,-2%,-17%
COc1ccc(N2CCN(S(=O)(=O)c3ccc(OC)cc3)CC2)cc1,8%,-3%,-4%,3%,?,i,-13,-1%,-11%
Cc1ccc(CSc2c(C)cnc3c2c(=O)n(C)c(=O)n3C)cc1,.,.,.,-6%,?,i,.,.,-7%
Cc1c(Cl)cccc1NC(=O)COC(=O)c1ccc(CN2CCCC2=O)cc1,1%,28%,1%,8%,?,i,6,5%,12%
O=[N+]([O-])c1ccc(CN2CCN(c3ncccn3)CC2)cc1,?,-3%,0%,2%,-13%,i,-10,-5%,-10%
Cc1ccsc1C(C(=O)NC1CCCCC1)N(C(=O)c1csnn1)C1CC1 (configuration not stated),8%,3%,0%,11%,?,i,16,9%,2%
CC(=O)C[C@@H](O)CC(=O)[C@@H]1OC(=O)[C@H](C)CCCCc2ccccc21,-30%[inhibitor],0%,-1%,0%,-2%,i,10,?,0%
CCOC(=O)n1n[n+]([O-])c2ccccc21,18%,8%,3%,-9%,-10%,i,0,-1%,0%
COc1cc(/C=N/Nc2cc(C)nc(N)n2)ccc1O,-17%,1%,2%,13%,11%,i,4,-7%,-5%
COc1ccc(CC(=O)Nc2ccc(F)c(S(=O)(=O)N3CCOCC3)c2)cc1,-4%,?,17%,3%,28%,i,9,4%,14%
CCOC(=O)Cc1csc(NC(=O)c2csc(C)c2)n1,4%,-11%,-9%,-3%,16µM*,i,-4,-2%,4%
CCC(CC)c1ncc[nH]1,-3%,4%,5%,.,-3%,i,0,0%,-3%
O=[N+]([O-])c1cc(C(F)(F)F)ccc1Sc1nccn1Cc1ccccc1,?,10%,4%,-19%,-12%,i,?,3%,-18%
Cc1cccc(-c2ncc(CN3CCCC(CO)(Cc4ccccc4C)C3)cn2)c1 (configuration not stated),?,-6%,-15%,-12%,-22%,i,-3,0%,-20%

# Single records (already shown).
# Profile of `COc1cc(/C=N/Nc2cc(C)nc(N)n2)ccc1O` : MCF10A rereplic: -17%; HT1080-NT tox: 1%; HT1080 IDH1KD tx: 2%; ATXN2 expr inh: 13%; KB-V1 cytotox: 11%; ATXN viability: i; IL-1B inflam inh: 4; SW480 rereplic: -7%; KB-3-1 cytotox: -5%
# Profile of `COc1ccc(CC(=O)Nc2ccc(F)c(S(=O)(=O)N3CCOCC3)c2)cc1` : MCF10A rereplic: -4%; HT1080-NT tox: ?; HT1080 IDH1KD tx: 17%; ATXN2 expr inh: 3%; KB-V1 cytotox: 28%; ATXN viability: i; IL-1B inflam inh: 9; SW480 rereplic: 4%; KB-3-1 cytotox: 14%
# Profile of `CCOC(=O)n1n[n+]([O-])c2ccccc21` : MCF10A rereplic: 18%; HT1080-NT tox: 8%; HT1080 IDH1KD tx: 3%; ATXN2 expr inh: -9%; KB-V1 cytotox: -10%; ATXN viability: i; IL-1B inflam inh: 0; SW480 rereplic: -1%; KB-3-1 cytotox: 0%

# Source: PubChem BioAssay
